APJ ag: APJ receptor agonism. P35414. CHO-K1 APJ PathHunter beta-arrestin, luminescence; 0% DMSO wells, 100% apelin. activation, % at 20 µM. actives 0.11% (n = 330,000);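 active = activation more than six SD over the plate average, tested at 20 µM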;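 note: 0% = DMSO alone and 100% = apelin-13 at 10 nM; some results filed as inactive read as strong as hits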
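Incubation: overnight seeding, 90 min compound at 25 °C, 1 h detection; test system: PathHunter CHO-K1 APJ (AGTRL-1) beta-arrestin reporter cells; amount: 1000 cells/well; doses: one dose, 20 µM compound, 1% DMSO; measured by: beta-gal luminescence; measure: agonist-driven arrestin binding to APJ; benchmarks: negative DMSO alone, positive Apelin-13 at 10 nM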
tim23-1 inh: inhibits growth of tim23-1 mutant yeast | S. cerevisiae tim23-1 growth, BacTiter-Glo luminescence, 24 h | inhibition, % at 20 µM | actives 1.3% (n = 330,000);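 active = growth inhibition of the mutant yeast at or above 50%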;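 note: temperature-sensitive mutant grown at 25 °C; plate controls were DMSO-treated mutant yeast for no effect and medium wells lacking yeast for full effect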
TIM10 inh: inhibits growth of TIM10 yeast strain | S. cerevisiae TIM10 strain growth, BacTiter-Glo luminescence, 24 h | inhibition, % at 10 µM | actives 1.4% (n = 330,000);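 active = inhibition of 40% or more at the single tested concentration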;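 note: wild-type TIM10 isogenic control strain grown at permissive 25 °C; 0% = DMSO yeast wells and 100% = minimal medium wells without yeast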
UPR CHOP act: apoptotic UPR (CHOP) activation | CHO-CHOP luciferase reporter, luminescence; percent of tunicamycin response over DMSO baseline | actives 0.34% (n = 330,000) | activation, % at 10 µM;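 active = at 10 µM dose, activation of 40% or more, normalized to positive control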;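 note: 100% = tunicamycin at 10 µg/mL and 0% = DMSO alone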
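Test system: CHO CHOP reporter cells. Input: 500 CHO-CHOP cells per well. Medium: F12 with 10% FBS. Technique: luciferase luminescence. Measure: percent activation relative to tunicamycin control. Dosing: 10 µM compound, 0.5% DMSO. Timing: 16-18 h cell attachment, then 6 h compound exposure, 37 °C.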
NR3A LBD binder: NR3A (human) ligand-binding domain modulation | NR3A LBD differential scanning fluorimetry, Tm shift; 0% = protein alone, 100% = glycine-bound protein | Tm shift relative to glycine control, % at 25 µM | actives 2.5% (n = 340,000) | AID 1259313;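 active = melting temperature shift of at least 10% of the positive control shift, at one fixed dose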
NLRP3 yeast inh: NALP3 inhibition in yeast | Yeast reconstituted NLRP3/ASC/caspase-1, beta-gal luminescence, 24 h | inhibition, % at 10 µM | AID 2825 | actives 0.39% (n = 330,000);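 active = inhibition of 50% or more; inactive = inhibition below 50%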;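 note: plate controls were induced DMSO wells for no effect and uninduced yeast grown without galactose for full effect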
Mdm2 MdmX PPI: inhibitors of human Mdm2/MdmX interaction; O15151+Q00987; SaOS-2 split-luciferase Mdm2/MdmX complementation, luminescence; inhibition, % at 8 µM; actives 3% (n = 330,000);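 active = inhibition of at least 50% at 8 µM in the primary screen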
Target sequence (O15151 whole entry, looked up): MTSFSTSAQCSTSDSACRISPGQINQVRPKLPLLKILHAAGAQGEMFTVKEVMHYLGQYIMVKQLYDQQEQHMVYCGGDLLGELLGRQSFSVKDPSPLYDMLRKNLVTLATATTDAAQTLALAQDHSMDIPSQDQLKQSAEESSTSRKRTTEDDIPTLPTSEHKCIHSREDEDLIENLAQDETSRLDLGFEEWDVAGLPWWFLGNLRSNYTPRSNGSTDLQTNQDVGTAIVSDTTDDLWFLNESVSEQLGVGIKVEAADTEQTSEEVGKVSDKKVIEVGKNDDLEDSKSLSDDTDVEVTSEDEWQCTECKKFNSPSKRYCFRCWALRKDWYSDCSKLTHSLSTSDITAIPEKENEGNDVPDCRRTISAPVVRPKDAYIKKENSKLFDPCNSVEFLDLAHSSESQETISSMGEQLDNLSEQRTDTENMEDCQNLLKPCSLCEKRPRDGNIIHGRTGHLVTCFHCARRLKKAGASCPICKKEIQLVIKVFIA
Target sequence (Q00987 whole entry, looked up): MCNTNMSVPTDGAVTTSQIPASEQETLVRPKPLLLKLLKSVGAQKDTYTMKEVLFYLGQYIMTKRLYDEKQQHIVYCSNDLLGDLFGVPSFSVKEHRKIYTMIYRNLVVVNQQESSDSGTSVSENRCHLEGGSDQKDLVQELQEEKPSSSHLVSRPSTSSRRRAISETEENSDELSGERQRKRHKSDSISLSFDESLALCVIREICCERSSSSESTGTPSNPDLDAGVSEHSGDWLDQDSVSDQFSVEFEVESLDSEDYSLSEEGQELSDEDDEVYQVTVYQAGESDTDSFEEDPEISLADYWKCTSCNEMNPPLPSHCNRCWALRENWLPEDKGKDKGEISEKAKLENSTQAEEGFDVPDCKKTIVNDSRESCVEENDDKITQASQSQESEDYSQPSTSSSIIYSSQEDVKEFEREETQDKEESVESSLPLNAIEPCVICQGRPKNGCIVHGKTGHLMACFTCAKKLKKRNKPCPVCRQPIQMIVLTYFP
UPR XBP1 act: activators of adaptive arm of unfolded protein response (XBP1). CHO-XBP1 luciferase reporter, IRE1-XBP1 UPR activation, luminescence; percent of tunicamycin response, DMSO as zero. activation, % at 20 µM. actives 0.33% (n = 330,000). AID 463104;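 active = versus positive control, 20 µM dose yields 30% or more activation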;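 note: 100% = tunicamycin at 10 µg/mL and 0% = DMSO only wells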
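Assay system: CHO-XBP1 luciferase reporter cells; Schedule: 6 h treatment, 37 °C; Detection: glow luminescence from Steady-Glo reagent; Benchmarks: high control tunicamycin 10 µg/mL final, low control DMSO vehicle only.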
tim10-1 inh: tim10-1 yeast growth inhibition; S. cerevisiae tim10-1 ts strain growth, BacTiter-Glo, 24 h; inhibition, % at 20 µM; actives 2.2% (n = 330,000);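 active = inhibition of at least 40%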;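 note: mutant grown at 25 °C; 0% = DMSO wells with yeast and 100% = wells holding no yeast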
Active calls of the source: *.

How did CC(C)Cc1ccc(CN2CCCC(NC(=O)CCN3CCCCC3=O)C2)cc1 (stereo not given) do in these assays?
APJ ag: -6; tim23-1 inh: -2; TIM10 inh: -5; UPR CHOP act: 0.2; NR3A LBD binder: 0; NLRP3 yeast inh: -3; Mdm2 MdmX PPI: 8; UPR XBP1 act: -4; tim10-1 inh: -1

What do the screens show for `CSc1ccc(-c2c(C#N)c(N)nc3c2c(C)nn3-c2ccccc2)cc1`?
APJ ag: -3; tim23-1 inh: -2; TIM10 inh: 11; UPR CHOP act: 1.7; NR3A LBD binder: -2; NLRP3 yeast inh: 22; Mdm2 MdmX PPI: 40; UPR XBP1 act: 2; tim10-1 inh: 14

How did COc1cc(OC)c(CN2CCc3c([nH]c4ccccc34)C2)cc1Br do in these assays?
APJ ag: -1; tim23-1 inh: 6; TIM10 inh: 5; UPR CHOP act: 0.5; NR3A LBD binder: -4; NLRP3 yeast inh: 19; Mdm2 MdmX PPI: 38; UPR XBP1 act: -3; tim10-1 inh: 13

Results for O=C(COC(=O)C1CCC(=O)N1)Nc1ccc(Cl)cc1Cl (stereo not given) ?
APJ ag: 1; tim23-1 inh: 11; TIM10 inh: 4; UPR CHOP act: -1.6; NR3A LBD binder: 3; NLRP3 yeast inh: 5; Mdm2 MdmX PPI: -11; UPR XBP1 act: 3; tim10-1 inh: 6

What do the screens show for `Cc1ccc(N=N/C(=C\O)C(=O)c2ccc(Cl)cc2)cc1`?
APJ ag: 0; tim23-1 inh: 60*; TIM10 inh: 36; UPR CHOP act: 25; NR3A LBD binder: 0; NLRP3 yeast inh: 8; Mdm2 MdmX PPI: 41; UPR XBP1 act: 8; tim10-1 inh: 48*

How did CCOC(=O)c1ccc(Nc2nc(=O)c3cccnc3s2)cc1 do in these assays?
APJ ag: -2; tim23-1 inh: 4; TIM10 inh: -1; UPR CHOP act: 0.9; NR3A LBD binder: -2; NLRP3 yeast inh: 19; Mdm2 MdmX PPI: 71*; UPR XBP1 act: 1; tim10-1 inh: 15

How did CCOCCCNC(=O)C(c1ccccc1)N(Cc1cccs1)C(=O)CNC(=O)c1ccccc1 (stereo not given) do in these assays?
APJ ag: 1; tim23-1 inh: 0; TIM10 inh: 0; UPR CHOP act: 0.6; NR3A LBD binder: -13; NLRP3 yeast inh: 10; Mdm2 MdmX PPI: 3; UPR XBP1 act: -3; tim10-1 inh: 13

How did Cc1cc(C)c(S(=O)(=O)C(C)C)c(=O)[nH]1 do in these assays?
APJ ag: -2; tim23-1 inh: 9; TIM10 inh: -1; UPR CHOP act: -0.1; NR3A LBD binder: -1; NLRP3 yeast inh: 13; Mdm2 MdmX PPI: -21; UPR XBP1 act: -1; tim10-1 inh: 0

Results for Cc1cc(NC(=O)CSc2nnc(-c3ccccc3F)n2C)no1 ?
APJ ag: 0; tim23-1 inh: 10; TIM10 inh: -6; UPR CHOP act: 2.3; NR3A LBD binder: 0; NLRP3 yeast inh: -8; Mdm2 MdmX PPI: -16; UPR XBP1 act: 2; tim10-1 inh: 2

What do the screens show for `COc1cc2nc(N(CCCN(C)C)C(=O)c3ccc(S(=O)(=O)N(C)C4CCCCC4)cc3)sc2cc1OC`?
APJ ag: 6; tim23-1 inh: -2; TIM10 inh: 3; UPR CHOP act: 0.0; NR3A LBD binder: 1; NLRP3 yeast inh: 20; Mdm2 MdmX PPI: 17; UPR XBP1 act: 1; tim10-1 inh: -2

How did COc1ccc(OCc2cc(C(=O)N3CCN(CC4CC4)CC3)no2)c(Cl)c1 do in these assays?
APJ ag: -2; tim23-1 inh: 23; TIM10 inh: 5; UPR CHOP act: 7.6; NR3A LBD binder: 1; NLRP3 yeast inh: 18; Mdm2 MdmX PPI: -33; UPR XBP1 act: -3; tim10-1 inh: -11

What do the screens show for `CCc1c(C(=O)N2CCOCC2)csc1C`?
APJ ag: -4; tim23-1 inh: 0; TIM10 inh: -2; UPR CHOP act: -0.7; NR3A LBD binder: 0; NLRP3 yeast inh: 10; Mdm2 MdmX PPI: 5; UPR XBP1 act: 0; tim10-1 inh: -5

Results for COc1cccc(OCCSc2nc(C)c(Cc3ccccc3)c(=O)[nH]2)c1 ?
APJ ag: -1; tim23-1 inh: 7; TIM10 inh: 19; UPR CHOP act: -0.5; NR3A LBD binder: -2; NLRP3 yeast inh: 4; Mdm2 MdmX PPI: -22; UPR XBP1 act: -5; tim10-1 inh: 9

Results for Cc1nn(-c2cccc(Cl)c2)c2nc(-c3ccco3)cc(C(=O)O)c12 ?
APJ ag: -4; tim23-1 inh: 22; TIM10 inh: 21; UPR CHOP act: -1.2; NR3A LBD binder: 0; NLRP3 yeast inh: 15; Mdm2 MdmX PPI: -5; UPR XBP1 act: 2; tim10-1 inh: 10

What do the screens show for `CCOc1ccccc1NC(=O)c1cc(=O)c2ccccc2o1`?
APJ ag: 1; tim23-1 inh: 6; TIM10 inh: 8; UPR CHOP act: 2.9; NR3A LBD binder: 0; NLRP3 yeast inh: 5; Mdm2 MdmX PPI: 20; UPR XBP1 act: 1; tim10-1 inh: 3

Results for Cc1ccc(-n2nnc3c(SCC(=O)NCC4CCCO4)ncnc32)cc1 (stereo not given) ?
APJ ag: -1; tim23-1 inh: 22; TIM10 inh: 14; UPR CHOP act: -0.6; NR3A LBD binder: -1; NLRP3 yeast inh: -8; Mdm2 MdmX PPI: 8; UPR XBP1 act: -1; tim10-1 inh: 28

What do the screens show for `COC(=O)c1ccc(C(=O)OC)c(NC(=O)CN2CCN(c3ccccc3OC)CC2)c1`?
APJ ag: 5; tim23-1 inh: 31; TIM10 inh: 5; UPR CHOP act: -0.2; NR3A LBD binder: -5; NLRP3 yeast inh: 12; Mdm2 MdmX PPI: 7; UPR XBP1 act: -4; tim10-1 inh: 26

Results for CON/C=C(\C=Nc1ccccc1)c1ncc(C(F)(F)F)cc1Cl ?
APJ ag: -6; tim23-1 inh: 9; TIM10 inh: 4; UPR CHOP act: -2.2; NR3A LBD binder: 5; NLRP3 yeast inh: 0; Mdm2 MdmX PPI: 2; UPR XBP1 act: -1; tim10-1 inh: 12

What do the screens show for `CCN(C(=O)COC(=O)Cn1cnc2c1c(=O)n(C)c(=O)n2C)C1CCS(=O)(=O)C1` (stereo not given)?
APJ ag: 5; tim23-1 inh: 15; TIM10 inh: 5; UPR CHOP act: -0.4; NR3A LBD binder: 0; NLRP3 yeast inh: 7; Mdm2 MdmX PPI: 7; UPR XBP1 act: -1; tim10-1 inh: 7

What do the screens show for `CCOC(=O)C(=O)Nc1ccccc1C(=O)Nc1ccc(OC)cc1`?
APJ ag: -5; tim23-1 inh: 17; TIM10 inh: -10; UPR CHOP act: -0.2; NR3A LBD binder: 2; NLRP3 yeast inh: -1; Mdm2 MdmX PPI: -35; UPR XBP1 act: 0; tim10-1 inh: 18

A draw from above in order of formula weight, low to high:
What do the screens show for `CCc1c(C(=O)N2CCOCC2)csc1C`?
APJ ag: -4; tim23-1 inh: 0; TIM10 inh: -2; UPR CHOP act: -0.7; NR3A LBD binder: 0; NLRP3 yeast inh: 10; Mdm2 MdmX PPI: 5; UPR XBP1 act: 0; tim10-1 inh: -5

What do the screens show for `CCOc1ccccc1NC(=O)c1cc(=O)c2ccccc2o1`?
APJ ag: 1; tim23-1 inh: 6; TIM10 inh: 8; UPR CHOP act: 2.9; NR3A LBD binder: 0; NLRP3 yeast inh: 5; Mdm2 MdmX PPI: 20; UPR XBP1 act: 1; tim10-1 inh: 3

Results for CON/C=C(\C=Nc1ccccc1)c1ncc(C(F)(F)F)cc1Cl ?
APJ ag: -6; tim23-1 inh: 9; TIM10 inh: 4; UPR CHOP act: -2.2; NR3A LBD binder: 5; NLRP3 yeast inh: 0; Mdm2 MdmX PPI: 2; UPR XBP1 act: -1; tim10-1 inh: 12

How did COc1ccc(OCc2cc(C(=O)N3CCN(CC4CC4)CC3)no2)c(Cl)c1 do in these assays?
APJ ag: -2; tim23-1 inh: 23; TIM10 inh: 5; UPR CHOP act: 7.6; NR3A LBD binder: 1; NLRP3 yeast inh: 18; Mdm2 MdmX PPI: -33; UPR XBP1 act: -3; tim10-1 inh: -11

Next records:
How did O=C1CCCN1CCCN1C(=O)N[C@@H](Cc2ccccc2)C1=O do in these assays?
APJ ag: -1; tim23-1 inh: -5; TIM10 inh: 4; UPR CHOP act: 0.6; NR3A LBD binder: 2; NLRP3 yeast inh: 8; Mdm2 MdmX PPI: 0; UPR XBP1 act: 3; tim10-1 inh: 6

Results for Cc1ccc(Nc2nc(N)c3ccccc3n2)cc1C ?
APJ ag: 3; tim23-1 inh: 5; TIM10 inh: 12; UPR CHOP act: -4.0; NR3A LBD binder: 6; NLRP3 yeast inh: 42; Mdm2 MdmX PPI: -216; UPR XBP1 act: 3; tim10-1 inh: 8

Results for COc1ccc(OC)c(NC(=O)COC(=O)CC2CCCCC2)c1 ?
APJ ag: -6; tim23-1 inh: 21; TIM10 inh: -5; UPR CHOP act: 2.4; NR3A LBD binder: -1; NLRP3 yeast inh: 17; Mdm2 MdmX PPI: -14; UPR XBP1 act: 4; tim10-1 inh: -11

Results for O=C1CCc2cc(S(=O)(=O)N3CCCC3C(=O)NC3CCCCCCC3)ccc2N1 (stereo not given) ?
APJ ag: -3; tim23-1 inh: 18; TIM10 inh: 8; UPR CHOP act: -0.6; NR3A LBD binder: 3; NLRP3 yeast inh: 8; Mdm2 MdmX PPI: 25; UPR XBP1 act: -2; tim10-1 inh: 19

How did O=C(O)CSC(C(=O)Nc1ccc(C(F)(F)F)cc1)c1ccccc1 (stereo not given) do in these assays?
APJ ag: -2; tim23-1 inh: 16; TIM10 inh: -8; UPR CHOP act: -0.3; NR3A LBD binder: 2; NLRP3 yeast inh: 11; Mdm2 MdmX PPI: 7; UPR XBP1 act: -2; tim10-1 inh: 14

Results for Nc1[nH]n(-c2ccccc2)c(=O)c1N=Nc1ccc2c(c1)OCCO2 ?
APJ ag: -3; tim23-1 inh: 13; TIM10 inh: 14; UPR CHOP act: 1.0; NR3A LBD binder: 6; NLRP3 yeast inh: 34; Mdm2 MdmX PPI: -157; UPR XBP1 act: -4; tim10-1 inh: 12

How did CC1=CC(C)(C)N(C)C(=O)N1c1ccc(Cl)cc1 do in these assays?
APJ ag: -1; tim23-1 inh: 11; TIM10 inh: -2; UPR CHOP act: 3.7; NR3A LBD binder: -1; NLRP3 yeast inh: 22; Mdm2 MdmX PPI: 36; UPR XBP1 act: 0; tim10-1 inh: 4

Results for CCCCC(=O)Nc1ccc(C(=O)N(CC)c2ccccc2C)cc1 ?
APJ ag: -3; tim23-1 inh: 22; TIM10 inh: -6; UPR CHOP act: 0.5; NR3A LBD binder: -2; NLRP3 yeast inh: 2; Mdm2 MdmX PPI: 2; UPR XBP1 act: -3; tim10-1 inh: -1

Source: PubChem BioAssay
